Assay outcomes (PubChem)
M. tuberculosis HTS: M. tuberculosis growth inhibition, HTS (AID 449762); M. tuberculosis H37Rv growth inhibition, 7H9 media; higher % means a stronger effect; inhibition, % at 25 µM, or IC50 in µM where a hit was titrated; actives 0.59% (n = 330,000); in the data active = a potency from the dose series; inconclusive = inhibition above about 70% without an active follow-up result;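 also: bacterial growth assessed after seven days of incubation; strong numbers were not always called active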
VEEV TC-83 Vero: inhibitors of VEEV TC-83 cytopathic effect, confirmation, Vero cells (AID 588727); Vero cells, VEEV TC-83 cytopathic effect inhibition; higher % means a stronger effect; inhibition, % at 20 µM, or IC50 in µM where a hit was titrated; actives 0.13% (n = 350,000); in the data active = a potency from the dose series; inconclusive = inhibition mostly from about 14% at the one dose, without a potency; inactive = the rest, 99 in 100 with inhibition below about 12%; also: strong numbers were not always called active
influenza NS1A: NS1A inhibition, H1N1 influenza, cell based functional assay (AID 504329); NS1A functional cell-based assay, percent inhibition; higher % means a stronger effect; inhibition, % at 12.5 µM, or IC50 in µM where a hit was titrated; actives 0.3% (n = 340,000); in the data active = a potency from the dose series; inconclusive = inhibition above about 27% without an active follow-up result; also: strong numbers were not always called active
M. tuberculosis: growth inhibition of non-replicating M. tuberculosis (AID 488890); Mycobacterium tuberculosis non-replicating, growth inhibition; higher % means a stronger effect; one-dose inhibition, % at 25 µM; IC50 in µM for titrated hits; actives 0.39% (n = 320,000); in the data active = a potency from the dose series; inconclusive = inhibition mostly from about 82% at the one dose, without a potency; inactive = the rest, 99 in 100 with inhibition below about 76%;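 also: plate controls were DMSO cells for no effect and high antibiotic wells for full effect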
Salmonella PhoP GFP: Inhibition of PhoP regulon, Salmonella typhi GFP reporter cells, confirmation, 4 h (AID 1850); Salmonella Typhi PhoP-promoter GFP reporter, fluorescence, 4 h; higher % means a stronger effect; inhibition, % at 50 µM; hits with a dose series show IC50 in µM; actives 0.33% (n = 310,000); in the data active = a potency from the dose series; inconclusive = inhibition mostly from about 25% at the one dose, without a potency; inactive = the rest, 99 in 100 with inhibition below about 19%;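 also: 0% = induced wells with vehicle and 100% = uninduced wells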
VEEV TC-83 Vero 10K pilot screen: second read-out of VEEV TC-83 Vero, no call of its own (marks repeat the call); inhibition, %; measured here: 10K pilot screen inhibition
Numbers without * were called inactive; i = inactive; ? = inconclusive; . = not tested or not shown; & = joins results of further samples.

SMILES | M. tuberculosis HTS | VEEV TC-83 Vero | influenza NS1A | M. tuberculosis | Salmonella PhoP GFP | others
Nc1nc(=S)c2[nH]cnc2[nH]1 | ? | 3.3% | -2% | 62% | 24%
NNC(=O)c1[nH]c2ccc([N+](=O)[O-])cc2c1-c1ccccc1 | 23% | 6.8% | 19% | -4% | -6%
O=C(COc1ccc(S(=O)(=O)N2CCOCC2)cc1)NCCCn1ccnc1 | 5% | i | 3% | -2% | 11%
CC(=O)Nc1ccc2nc(NC(=O)c3ccc([N+](=O)[O-])s3)sc2c1 | ? | . | . | 72% | 9%
COc1cc(CN2CCCC(C)C2)cc([N+](=O)[O-])c1O (stereo not drawn) | 3% | i | 4% | -6% | -11%
CCOCc1c(C(=O)Nc2cc(OCC)c(N3CCOCC3)cc2OCC)oc2ccccc12 | 4% | 8.5% | 0% | -6% | 1%
Cc1cc(C)n(-c2ccccc2[N+](=O)[O-])n1 | -4% | i | -3% | 24% | 5%
Fc1ccc(CO/N=C/C2=C(Cl)c3ccccc3CC2)cc1 | 29% | i | -4% | 16% | 10%
CCOC(=O)c1nnn2c1nc(N1CCN(c3ccccc3)CC1)c1ccccc12 | -5% | 10% | -23% | 1% | 13%
CC1CCN(CC(=O)N(C)c2c(N)n(Cc3ccccc3)c(=O)[nH]c2=O)CC1 | . | 2.1% | 0% | . | .
COc1ccc(N(CC(=O)NC2CCCCC2)S(=O)(=O)c2cccnc2)cc1 | -7% | 0.8% | -2% | 13% | -9%
CSc1cccc(NC(=S)NCCCN2CCN(c3ccc(F)cc3)CC2)c1 | ? | 1.2% | -10% | ? | -8%
Cc1nn(C)cc1CNCc1c(C(=O)N2CCCCC2)nc2c(C)cccn12 | -3% | 1.2% | 1% | -6% | 3%
COc1ccc(OCC(=O)Nc2c(Cl)ccc3nsnc23)cc1 | 4% | 5.3% | -9% | 6% | -7%
O=C(CN1CCN(S(=O)(=O)c2ccc(Cl)cc2)CC1)Nc1ccc2c(c1)OCCO2 | -4% | 3.9% | -17% | 8% | 11%
CN(CC(=O)Nc1cccc(F)c1)C(=O)CSc1nc2ccccc2s1 | 17% | 4.3% | 2% | 80% | -4%
O=C(NC(O)C(=O)c1ccccc1)c1ccccn1 (stereo not drawn) | 4% | i | 0% | 5% | -25%
CC(=O)C1=C(O)C(=O)N(CCCCCC(=O)O)C1c1ccc(N(C)C)cc1 (stereo not drawn) | -9% | 0.6% | -8% | -2% | -4%
CCN(CC)C(=O)C(=O)N/N=C/c1ccc(Br)cc1 | 3% | 0.2% | -21% | 23% | -9%
CCN(CC)c1ccc(/C=N/Nc2ccccc2)c(O)c1 | -2% | 5.0% | 12% | 40% | 2% | VEEV TC-83 Vero 10K pilot screen=4.4
OC(CNCc1ccccc1Cl)COc1ccc(F)cc1 (stereo not drawn) | 13% | i | -6% | 23% | 15%
Cc1c(NC(=O)Cc2noc3ccccc23)cccc1[N+](=O)[O-] | 5% | i | -4% | 18% | 6%
Cc1ccc(-c2nnc(SCC(=O)Nc3ccccc3F)o2)cc1 | -1% | 2.6% | -1% | ? | -14%
CCCCN(C)CCN1C(=O)C2C(C(=O)Nc3ccc(C)cc3)C3C=CC2(O3)C1C(=O)NC1CCCCC1 (stereo not drawn) | 4% | i | 2% | -3% | -11%
CC(OC(=O)CCNS(=O)(=O)c1cccs1)C(=O)Nc1ccc(S(N)(=O)=O)cc1 (stereo not drawn) | -8% | 5.9% | -9% | -12% | .
Cc1cc(OCC(=O)NCc2ccncc2)c2c(C)c(C)c(=O)oc2c1 | 4% | 2.0% | 3% | 4% | 4%
CCc1nnc(NC(=O)C(=O)NCCOC(=O)c2ccccc2Cl)s1 | -4% | 1.7% | -1% | 36% | 6%
CCOC(=O)N1CCN(S(=O)(=O)/C=C/c2ccccc2)CC1 | -6% | 0.3% | 0% | -12% | -7%
Cc1nc2ccc(S(=O)(=O)NC(C(=O)NCc3cccs3)C(C)C)cc2s1 (stereo not drawn) | -16% | 0.5% | 0% | . | -12%
O=C(NCc1ccncc1)c1nnc(Cc2c(F)cccc2Cl)o1 | -7% | 7.5% | 6% | 7% | 3%
S=C(Nc1ccccc1Cl)N1CCCC1 | 2% | i | -1% | -11% | -3%
CC(=O)Nc1ccc2c(c1)nc(CCN1CCOCC1)n2C | -3% | 5.3% | -4% | 51% | -5%
Cc1ccc(C(=O)NCC(=O)NC2CC2)cc1 | 5% | 1.6% | -8% | -23% | .
O=[N+]([O-])c1cc2no[n+]([O-])c2cc1N1CCCCC1 | . | 55% | 32µM* | . | .
CC1(C)CC(=O)c2ccc(OCc3ccc([N+](=O)[O-])cc3)cc2O1 | 12% | 0.0% | . | 2% | -16%
CN(CC(=O)Nc1ccccc1C(=O)NC1CC1)Cc1ccccc1F | . | 6.6% | -8% | . | .
CCc1nc2scc(-c3cccs3)c2c(=O)o1 | 8% | 0.4% | -7% | 2% | 1%
CC[C@H]1OC(=O)C[C@@H](O)[C@H](C)[C@@H](O[C@@H]2O[C@H](C)[C@@H](O[C@H]3C[C@@](C)(O)[C@@H](O)[C@H](C)O3)[C@H](N(C)C)[C@H]2O)[C@@H](CC=O)C[C@@H](C)C(=O)/C=C/C(C)=C/[C@@H]1CO[C@@H]1O[C@H](C)[C@@H](O)[C@@H](OC)[C@H]1OC | . | 2.3% | -6% | . | .
Cc1cc(C)nc(N(C#N)Cc2ccc(Cl)cc2)n1 | 2% | 0.7% | -10% | 11% | 4%
O=C(CN1C(=O)c2ccccc2C1=O)Nc1ccccc1C(=O)N1CCCC1 | 0% | 0.9% | -2% | -8% | 3%
COc1cc(CNc2ccc3[nH]c(=O)[nH]c3c2)cc(Br)c1OCC(=O)NC(C)(C)C | -4% | 1.0% | 4% | 22% | -1%
COc1ccc(C(=O)Nc2nc(C)cc(C)n2)cc1[N+](=O)[O-] | 1% | 0.6% | -8% | -19% | 9%
C[C@H](CO)N1C[C@H](C)[C@@H](CN(C)C(=O)Nc2ccccc2)Oc2ccc(NS(=O)(=O)c3ccccc3)cc2C1=O | 3% | 0.3% | 10% | 15% | .
Cc1ccc(NC(=O)c2c(C)nc3ccccn23)cc1C | -2% | 1.9% | 4% | 35% | -6%
COC(=O)c1[nH]c2ccccc2c1NC(=O)CN1CCN(C/C=C/c2ccccc2)CC1 | ? | 6.5% | 2% | 57% | -3%
c1ccc(-c2nc(NCc3ccco3)c3oc4ccccc4c3n2)cc1 | ? | i | 1% | 4% | -7%
COc1cc(NC(=O)CN2CCC(Cc3ccccc3)CC2)c(C)cc1[N+](=O)[O-] | -5% | i | -5% | -4% | 0%
COc1ccc(OC)c(S(=O)(=O)N2CCC(C(=O)NCc3ccccc3OC)CC2)c1 | -6% | 0.5% | -7% | 0% | -4%&24%
O=[N+]([O-])c1cc(S(=O)(=O)CCCN2CCOCC2)ccc1F | 3% | 9.6% | -6% | 72% | -2%
O=C(Nc1ccccc1)NC1(C(=O)N2CCC(O)CC2)CCCCC1 | 4% | 2.8% | -1% | 3% | 5%
(continued)
SMILES | M. tuberculosis HTS | VEEV TC-83 Vero | influenza NS1A | M. tuberculosis | Salmonella PhoP GFP | others
Cc1c(C(=O)NCCN2C(=O)S/C(=C\c3cccnc3)C2=O)cccc1[N+](=O)[O-] | -5% | 5.8% | -8% | -10% | -2%
COc1ccc(CNC(=O)CSc2nnc3c(n2)[nH]c2ccc(OC)cc23)cc1 | -4% | 2.7% | -10% | -2% | 4%
CCCn1cnc2cc(NCc3ccc(Br)cc3)ccc21 | ? | i | -15% | 51% | -1%
CCOc1cccc2c1OC1(C)CC2NC(=O)N1c1cccc(C(=O)N2CCN(c3ccccn3)CC2)c1 (stereo not drawn) | 5% | 1.3% | 7% | 12% | -7%
O=C(O)COc1ccc(/C=N/Nc2nc(Nc3ccccc3)nc(N3CCCCC3)n2)cc1 | 24% | 2.0% | 1% | 22% | -5%
Cc1nc2ccc(Br)cn2c(=O)c1Cl | 2% | 3.8% | 10% | -12% | 9%
O=C(Nc1ccc(Cl)cn1)Nc1ccccc1Cl | -1% | 0.1% | 9% | 36% | -4%
COc1ccc(C2Nc3cccc4cccc(c34)N2)cc1 | 4% | 0.2% | 16% | 62% | -7%
CCN1/C(=C/c2ccc3cc(C)ccc3[n+]2CC)Sc2cc(C)ccc21 | . | 0.6% | 19% | . | .
Cc1c(-c2ccc(Cl)cc2)oc(=O)c2c(N)n(-c3ccccc3)nc12 | -1% | i | 0% | 7% | 0%
O=C(NC1CCCCCCC1)c1cccc(S(=O)(=O)N2CCOCC2)c1 | . | 1.2% | -2% | . | .
O=C(NCCN1CCCCC1)Nc1ccc(Br)cc1 | 4% | i | -25% | 0% | -7%
O=C(Nc1ccc(Cl)c(Cl)c1)Nc1ccccn1 | 9% | 1.8% | -21% | -8% | 7%
Cc1ccc(-c2cn(-c3ccccc3F)c(=S)[nH]2)cc1 | 9% | 0.8% | 5% | -18% | 5%
O=C1CCCC(O)=C1N=Nc1cccc(S(=O)(=O)N2CCOCC2)c1 | 8% | 8.3% | 2% | -4% | 8%
Cc1cc(N2C(=O)C(O)=C(C(=O)c3ccco3)C2c2cccnc2)no1 (stereo not drawn) | -9% | . | . | -5% | 1%
COc1cccc(Nc2nnc(Cc3cccnc3)c3ccccc23)c1 | 5% | i | 1% | 5% | 0%
Cc1ccccc1N1CCN(c2ccccc2NC(=O)/C=C\C(=O)O)CC1 | . | 0.0% | 3% | . | .
CCCCCn1c(=O)[nH]c2cc(C(=O)NCCCN3CCCCC3)ccc2c1=O | -1% | 0.2% | 2% | 48% | 10%
O=C(NC(=S)Nc1ccccn1)c1cccc([N+](=O)[O-])c1 | -1% | 11% | 11% | 8% | 5%
COc1cccc(OC)c1CN1CCCC(C(=O)c2cccc(Cl)c2)C1 (stereo not drawn) | 4% | 0.8% | -6% | 40% | 2%
CCc1ccc(CNCCNC(=O)c2ccco2)cc1 | . | 1.7% | -9% | . | .
O=C(Nc1nc2ccc(S(=O)(=O)N3CCCC3)cc2s1)C1CCCO1 (stereo not drawn) | -2% | 2.5% | -13% | -4% | 0%
CC1(C)CC(=O)C2=C(C1)c1c(ccc3ccccc13)NC2c1ccc(OCC(=O)O)cc1 (stereo not drawn) | 6% | 0.3% | -8% | 46% | 6%
COc1ccc(NS(=O)(=O)c2ccc(NC(C)=O)cc2)nn1 | -4% | 0.1% | . | -10% | 0%
CC(=O)c1ccc(NS(=O)(=O)c2ccc3c(c2)CCC(=O)N3)cc1 | -13% | 0.5% | 3% | -17% | .
CC(/C=C1\SC(=S)N(C(C(=O)O)C(C)C)C1=O)=C\c1ccccc1 (stereo not drawn) | -5% | i | -8% | 31% | -4%
